Compound activity: PubChem, National Center for Advancing Translational Sciences (NCATS)
GLP1R cytotox – qHTS of GLP-1 Receptor Inverse Agonists: Cytotox Screen; 0.13% of 410,000 active; AID 624418, 2012; HEK293 cAMP-luciferase reporter cells, luminescence, 24 h; Potency, µM (series often up to 38.3 µM), for inactives: top-dose activity change, negative = inhibition, most hits filed as inhibitors;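 also: loss of luciferase light is scored as toxicity; % is scaled to controls: 0 for no effect and ±100 for the full control effect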
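Compound-treated cells are incubated 24 hr at 37 deg C under 5% CO2 after a 12 hour attachment period, then luciferase detection reagent is added and luminescence is measured following 12 min at room temperature; lowered signal indicates toxicity.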
TDP-43 yeast inh – qHTS of TDP-43 Inhibitors; 1.8% of 410,000 active; AID 652104, 2013; TDP-43 expressing yeast growth rescue, BacTiter-Glo, 24 h; Potency, µM (titrated, usually from 46.1 µM), without a hit: top-dose growth rescue (activation), actives largely listed as activators; also: % of control where 0% means no effect; nearly all actives have a fitted effect of over 50% in size
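Yeast expressing TDP-43 (pregrown in raffinose, seeded at OD600=0.02 in galactose medium) exposed to compounds 24 hr at 30 deg C. Growth read by BacTiter-Glo luminescence; rescue of toxicity appears as increased signal.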
SW480 rereplic – A quantitative high throughput screen for small molecules that induce DNA re-replication in SW480 colon adenocarcinoma cells | SW480 DNA re-replication, Hoechst DNA content imaging, 48 h | Potency, µM (series often up to 46.1 µM), for the others: top-dose re-replication activation, most hits filed as activators | 1.8% of 340,000 active | AID 624297, 2012; also: % of control where 0% means no effect; nearly all actives have a fitted effect of over 55% in size
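Image-based DNA-content assay: after two days of treatment, nuclei were labelled with the DNA dye Hoechst and imaged, and hits were compounds raising the count of nuclei showing high fluorescence intensity.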
HT1080-NT tox – qHTS for induction of synthetic lethality in tumor cells producing 2HG: qHTS for the HT-1080-NT fibrosarcoma cell line. 1.6% of 360,000 active. HT-1080-NT fibrosarcoma viability, CellTiter-Glo ATP luminescence, 48 h. Potency, µM (series often up to 46.1 µM), for inactives: at the top dose activity, negative = less viability, most hits filed as cytotoxic;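 also: NT is the 2HG producing partner of a matched IDH1 knockdown line; 0% = DMSO-treated cells and -100% = media-only wells without cells; nearly all actives have a fitted effect of over 55% in size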
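Fibrosarcoma NT cells, 750 per well in 5% FBS RPMI, were exposed to compound for 48 hours. Viability: CellTiter-Glo luminescence.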
GLP-1R agonist – qHTS of GLP-1 Receptor Agonists; 0.007% of 380,000 active; HEK293 GLP-1R CRE-luciferase, luminescence, 4-6 h; cells express a hypersensitive GLP-1R form; Potency, µM (doses to about 45.6 µM), inactives show at the highest dose activation, actives largely listed as activators; AID 624172, 2012; also: % of control where 0% means no effect
Target sequence (P43220 whole entry, looked up): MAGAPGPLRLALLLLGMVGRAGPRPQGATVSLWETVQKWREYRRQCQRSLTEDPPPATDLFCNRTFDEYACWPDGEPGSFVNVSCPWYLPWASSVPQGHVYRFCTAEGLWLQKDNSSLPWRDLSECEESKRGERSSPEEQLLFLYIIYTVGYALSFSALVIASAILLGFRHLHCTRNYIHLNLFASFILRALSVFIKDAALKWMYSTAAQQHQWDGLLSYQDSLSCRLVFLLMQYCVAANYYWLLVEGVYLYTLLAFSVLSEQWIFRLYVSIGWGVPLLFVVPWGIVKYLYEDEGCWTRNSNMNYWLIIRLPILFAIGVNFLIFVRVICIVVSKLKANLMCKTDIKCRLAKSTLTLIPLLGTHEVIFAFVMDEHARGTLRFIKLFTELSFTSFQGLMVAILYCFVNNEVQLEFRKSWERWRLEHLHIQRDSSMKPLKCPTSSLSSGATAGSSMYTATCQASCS
KB-3-1 tox – qHTS assay for MDR1-selective chemotherapeutics: Primary screen using the parental adenocarcinoma cell KB-3-1; KB-3-1 viability, CellTiter-Glo ATP luminescence, 72 h; Potency, µM (series often up to 46.1 µM), inactives show at the top dose activity change, negative = cytotoxic, most hits filed as cytotoxic; 1.4% of 400,000 active; AID 1347075, 2019; also: % is scaled to controls: 0 for no effect and ±100 for the full control effect; nearly all actives have a fitted effect of over 60% in size
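Here the drug-naive KB-3-1 line serves as comparator for MDR sub-line selectivity; cells received compound titrations, 72 h at 37 °C, then CellTiter-Glo readout.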
KB-V1 MDR tox – qHTS assay for MDR1-selective chemotherapeutics: Primary screen using the drug-selected MDR subline cells KB-V1; KB-V1 MDR cells viability, CellTiter-Glo, 72 h; Potency, µM (titrated, usually from 46.1 µM), for the others: at the highest dose activity change, negative = cytotoxicity, most hits filed as cytotoxic; 3.4% of 400,000 active; AID 1347076, 2019; also: % is scaled to controls: 0 for no effect and ±100 for the full control effect; nearly all actives have a fitted effect of over 60% in size
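Readout: CellTiter-Glo luminescence, 10 min after addition. Cells: KB-V1 MDR subline, 72 h at 37 degrees C with compound. Analysis: corrected, normalized data fitted to concentration-effect curves.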
GLP-1R inv ag – qHTS of GLP-1 Receptor Inverse Agonists (Inhibition Mode) | Glucagon-like peptide 1 receptor (Homo sapiens), P43220 | HEK293 GLP-1R CRE-luciferase, luminescence, 24 h; GLP-1R form is constitutively active | Potency, µM (highest dose often 38.3 µM), for inactives: top-dose activity change, negative = inhibition, hits mostly inhibitors | 1.6% of 410,000 active | AID 624417, 2012; also: % is scaled to controls: 0 for no effect and ±100 for the full control effect; nearly all actives have a fitted effect of over 55% in size
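Stable HEK293 clone (constitutively active GLP-1R + cAMP-response luciferase); 200 cells/uL plated, 12 h pre-culture, compound 24 hr, 37 deg C/5% CO2; detection reagent 12 min RT; luminescence.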
HT1080 IDH1KD tx – qHTS for induction of synthetic lethality in tumor cells producing 2HG: qHTS for the HT-1080-IDH1KD cell line | HT-1080 IDH1 knockdown viability, ATP luminescence, 48 h | Potency, µM (top dose mostly 46.1 µM), for inactives: at the highest dose activity, negative = toxicity, actives largely listed as cytotoxic | 2% of 360,000 active | AID 686971, 2013;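 also: 0% = DMSO wells and -100% = cell-free medium wells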
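Cytotoxicity counter-line: IDH1KD HT-1080, 48 h, CellTiter-Glo. Curves classed by r2, magnitude and activity.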
* marks the source's active call; other numbers are inactive results; [ ] = dose if it differs, or a comment. Calls follow the shape of the dose curve; as a rule, active = well fitted curve in the direction sought with a large enough effect; inconclusive = small, poorly fitted or top-dose-only effect, or another doubt; inactive = no such curve, though single readings can be large; an effect the other way counts as inactive or inconclusive. Potency is read from the fitted curve at half-maximal effect.

`CCOC(=O)c1c(/N=C/N(C)C)sc(/C=N/Nc2ccccc2)c1-c1ccccc1` gave GLP1R cytotox -6%, TDP-43 yeast inh 21%, SW480 rereplic inconclusive, HT1080-NT tox -22%, GLP-1R agonist 9%, KB-3-1 tox -6%, KB-V1 MDR tox 0%, GLP-1R inv ag inconclusive and HT1080 IDH1KD tx inconclusive.
Screening COc1ccccc1CNC(=O)CS(=O)(=O)c1ccc(C)cc1 returned GLP1R cytotox 1%, TDP-43 yeast inh -5%, SW480 rereplic -3%, HT1080-NT tox 15%, GLP-1R agonist 15%, KB-3-1 tox 16%, KB-V1 MDR tox 4%, GLP-1R inv ag -2% and HT1080 IDH1KD tx 10%.
`O=C(NCCc1ccccc1)c1ccc(NC(=O)C2CCC2)cc1` gave GLP1R cytotox -9%, TDP-43 yeast inh 4%, SW480 rereplic -11%, HT1080-NT tox 13%, GLP-1R agonist 3%, KB-3-1 tox 27%, KB-V1 MDR tox -1%, GLP-1R inv ag 14% and HT1080 IDH1KD tx 6%.
For COc1ccc(N2C(=O)CC(NNC(=O)c3cccnc3)C2=O)cc1 (configuration not stated) the results were GLP1R cytotox 8%, TDP-43 yeast inh -13%, SW480 rereplic 7%, HT1080-NT tox 5%, GLP-1R agonist -5%, KB-3-1 tox 4%, KB-V1 MDR tox -14%, GLP-1R inv ag 11% and HT1080 IDH1KD tx 0%.
`CC(=O)Nc1cccc(NC(=O)c2c(-c3ccccc3Cl)noc2C)c1` gave GLP1R cytotox -16%, TDP-43 yeast inh 2%, SW480 rereplic 0%, HT1080-NT tox -7%, GLP-1R agonist -1%, KB-3-1 tox -6%, KB-V1 MDR tox 16µM*, GLP-1R inv ag 1% and HT1080 IDH1KD tx -12%.
`COc1ccccc1NC(=O)COC(=O)CCC(=O)c1cccs1` gave GLP1R cytotox -4%, TDP-43 yeast inh 0%, SW480 rereplic 3%, HT1080-NT tox 5%, GLP-1R agonist 2%, KB-3-1 tox 15%, KB-V1 MDR tox 2%, GLP-1R inv ag 6% and HT1080 IDH1KD tx 8%.
For Cn1c(=O)c(/C=C/c2ccccc2)nc2ccccc21 the results were GLP1R cytotox 114%[activator], TDP-43 yeast inh 5%, SW480 rereplic inconclusive, HT1080-NT tox -5%, GLP-1R agonist 15%, KB-3-1 tox inconclusive, KB-V1 MDR tox 15µM*, GLP-1R inv ag 4% and HT1080 IDH1KD tx -5%.
O=C(O)C(C(=O)O)=C1C2CC3CC(C2)CC1C3 was read as GLP1R cytotox 9%, TDP-43 yeast inh 2%, SW480 rereplic -10%, HT1080-NT tox inconclusive, GLP-1R agonist -3%, KB-3-1 tox 2%, KB-V1 MDR tox 11%, GLP-1R inv ag -13% and HT1080 IDH1KD tx 22%.
`CCc1ccccc1NC(=O)CSc1nnc(C2CC2)n1CC1CCCO1` (configuration not stated) gave GLP1R cytotox 15%, TDP-43 yeast inh -18%, SW480 rereplic -24%, HT1080-NT tox 2%, GLP-1R agonist 8%, KB-3-1 tox -3%, KB-V1 MDR tox -11%, GLP-1R inv ag 13% and HT1080 IDH1KD tx 0%.
Screening COc1ccc(OC)c(C(=O)COC(=O)CNC(=O)c2ccccc2)c1 returned GLP1R cytotox 1%, TDP-43 yeast inh -19%, SW480 rereplic inconclusive, HT1080-NT tox 17%, GLP-1R agonist 5%, KB-3-1 tox -25%, KB-V1 MDR tox -6%, GLP-1R inv ag 11% and HT1080 IDH1KD tx 4%.
Screening Cc1ccc2nsnc2c1NC(=O)c1cccnc1Cl returned GLP1R cytotox 14%, TDP-43 yeast inh -10%, SW480 rereplic -20%, HT1080-NT tox 18%, GLP-1R agonist 8%, KB-3-1 tox 20%, KB-V1 MDR tox 0%, GLP-1R inv ag 24% and HT1080 IDH1KD tx 9%.
Clc1ccccc1OCCn1nnc2ccccc21 was read as GLP1R cytotox -8%, TDP-43 yeast inh inconclusive, SW480 rereplic -6%, HT1080-NT tox -2%, GLP-1R agonist -2%, KB-3-1 tox -2%, KB-V1 MDR tox 4%, GLP-1R inv ag -17% and HT1080 IDH1KD tx -1%.
`N/C(=N\NC(=O)c1cccc(F)c1)c1cc2ccccc2oc1=O` gave GLP1R cytotox -14%, TDP-43 yeast inh -2%, SW480 rereplic 10%, HT1080-NT tox 7%, GLP-1R agonist -5%, KB-3-1 tox -7%, KB-V1 MDR tox 6%, GLP-1R inv ag 12% and HT1080 IDH1KD tx 13%.
`CCCCc1ccc(NC(=S)NCCN2CCOCC2)cc1` gave GLP1R cytotox inconclusive, TDP-43 yeast inh -3%, SW480 rereplic -1%, HT1080-NT tox 0%, GLP-1R agonist -5%, KB-3-1 tox 0%, KB-V1 MDR tox inconclusive, GLP-1R inv ag inconclusive and HT1080 IDH1KD tx -11%.
`Cc1cc(C)nc(SCC(=O)Nc2ncc(Cc3cccc(Cl)c3)s2)n1` gave GLP1R cytotox -17%, TDP-43 yeast inh 22%, SW480 rereplic 1%, HT1080-NT tox -9%, GLP-1R agonist 19%, KB-3-1 tox -1%, KB-V1 MDR tox 4.6µM*, GLP-1R inv ag -27% and HT1080 IDH1KD tx inconclusive.
`O=S(=O)(Nc1cccc2cccnc12)c1ccc(S(=O)(=O)N2CCCC2)cc1` gave GLP1R cytotox -5%, TDP-43 yeast inh inconclusive, SW480 rereplic 2.9µM*, HT1080-NT tox 2µM*, GLP-1R agonist 4%, KB-3-1 tox -6%, KB-V1 MDR tox inconclusive, GLP-1R inv ag -25% and HT1080 IDH1KD tx 1.3µM*.
For O=C(O)/C=C/C(=O)NCCc1ccc(Cl)cc1 the results were GLP1R cytotox 9%, TDP-43 yeast inh -1%, SW480 rereplic 2%, HT1080-NT tox 0%, GLP-1R agonist 2%, KB-3-1 tox 11%, KB-V1 MDR tox 11%, GLP-1R inv ag 9% and HT1080 IDH1KD tx 2%.
`COc1ccc(OC)c(NC(=O)C2CC(=O)N(CCc3ccccc3)C2)c1` (configuration not stated) gave GLP1R cytotox 0%[0.307 µM], TDP-43 yeast inh 18%, SW480 rereplic -2%, HT1080-NT tox 3%, GLP-1R agonist 3%, KB-3-1 tox 3%, KB-V1 MDR tox inconclusive, GLP-1R inv ag 14%[0.307 µM] and HT1080 IDH1KD tx 0%.
Screening COc1ccc(S(=O)(=O)N(C)C[C@@H]2OCc3cnnn3CCCC(=O)N([C@@H](C)CO)C[C@H]2C)cc1 returned GLP1R cytotox 0%, TDP-43 yeast inh 24%, HT1080-NT tox -17%, GLP-1R agonist 0%, KB-3-1 tox -5%, KB-V1 MDR tox 0%, GLP-1R inv ag 15% and HT1080 IDH1KD tx -1%.
CCn1c(Cc2ccccc2)nnc1SCC(=O)Nc1ccc(C)cc1 was read as GLP1R cytotox -13%, TDP-43 yeast inh -17%, SW480 rereplic 102%, HT1080-NT tox -3%, GLP-1R agonist 1%, KB-3-1 tox 4%, KB-V1 MDR tox inconclusive, GLP-1R inv ag 0% and HT1080 IDH1KD tx 5%.
Screening CCOC(=O)c1cnc2ccc(C)cc2c1Sc1ccc(F)cc1 returned GLP1R cytotox -21%, TDP-43 yeast inh inconclusive, SW480 rereplic 16%, HT1080-NT tox inconclusive, GLP-1R agonist 8%, KB-3-1 tox inconclusive, KB-V1 MDR tox inconclusive, GLP-1R inv ag inconclusive and HT1080 IDH1KD tx inconclusive.
For CCc1cc(Cn2nc(-c3ccccc3)cc2C(=O)NCc2ccccc2OC)on1 the results were GLP1R cytotox 12%, TDP-43 yeast inh -1%, SW480 rereplic inconclusive, HT1080-NT tox 4%, GLP-1R agonist -4%, KB-3-1 tox -12%, KB-V1 MDR tox 0%, GLP-1R inv ag 11µM* and HT1080 IDH1KD tx -4%.
`Fc1ccc(-[n+]2nc(Nc3ccccc3)sc2-c2ccc(OCc3ccccc3)cc2)cc1` gave GLP1R cytotox inconclusive, TDP-43 yeast inh 9%, SW480 rereplic 0%, HT1080-NT tox -10%, GLP-1R agonist 3%, KB-3-1 tox inconclusive, KB-V1 MDR tox 0%, GLP-1R inv ag inconclusive and HT1080 IDH1KD tx -13%.
CC1(c2ccccc2)CC(C)(C)N2C(=O)C(=O)c3cccc1c32 (configuration not stated) was read as GLP1R cytotox 4%, TDP-43 yeast inh 1%[9.22 µM], SW480 rereplic 2%, HT1080-NT tox -3%, GLP-1R agonist 1%, KB-3-1 tox -2%, KB-V1 MDR tox -19%, GLP-1R inv ag inconclusive and HT1080 IDH1KD tx 3%.

Molecules shown so far that have a COOH group, in the order listed:
O=C(O)C(C(=O)O)=C1C2CC3CC(C2)CC1C3 was read as GLP1R cytotox 9%, TDP-43 yeast inh 2%, SW480 rereplic -10%, HT1080-NT tox inconclusive, GLP-1R agonist -3%, KB-3-1 tox 2%, KB-V1 MDR tox 11%, GLP-1R inv ag -13% and HT1080 IDH1KD tx 22%.
For O=C(O)/C=C/C(=O)NCCc1ccc(Cl)cc1 the results were GLP1R cytotox 9%, TDP-43 yeast inh -1%, SW480 rereplic 2%, HT1080-NT tox 0%, GLP-1R agonist 2%, KB-3-1 tox 11%, KB-V1 MDR tox 11%, GLP-1R inv ag 9% and HT1080 IDH1KD tx 2%.
